Screens as filed in PubChem BioAssay.
NTR1 ag: NTR1-driven beta-arrestin-GFP spot formation – imaging, U2OS cells, high content, primary screen (AID 493036) | activation, % at 20 µM | 0.17% of 330,000 active | agonist mode | P30989;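 active = activation at or above 40% of the spot to cytoplasm intensity ratio, with at least 20 cells analyzed; inconclusive = wells under 20 cells, flagged as cytotoxic or low count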;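 note: 0% = DMSO without peptide and 100% = 100 nM NTR1 peptide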
Target sequence (P30989 whole entry, looked up): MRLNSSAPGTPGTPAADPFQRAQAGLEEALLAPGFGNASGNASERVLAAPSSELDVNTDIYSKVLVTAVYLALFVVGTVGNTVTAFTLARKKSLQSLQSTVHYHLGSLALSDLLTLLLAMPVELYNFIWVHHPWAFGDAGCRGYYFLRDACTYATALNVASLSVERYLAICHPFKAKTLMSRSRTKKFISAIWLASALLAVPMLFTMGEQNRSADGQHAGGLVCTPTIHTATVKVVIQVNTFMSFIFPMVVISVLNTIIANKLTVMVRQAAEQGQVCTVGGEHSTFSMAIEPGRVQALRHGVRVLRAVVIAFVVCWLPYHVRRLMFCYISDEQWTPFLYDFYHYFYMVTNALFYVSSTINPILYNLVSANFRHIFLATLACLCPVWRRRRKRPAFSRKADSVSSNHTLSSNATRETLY
GPR55 beta-arrestin: selective activators of receptor GPR55 – imaging, U2OS cells, beta-arrestin-GFP redistribution, primary screen (AID 1961); U2OS GPR55 beta-arrestin-GFP redistribution imaging; higher % means a stronger effect; one-dose activation, % at 10 µM; EC50 in µM for titrated hits; 0.048% of 290,000 active;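 active = activation above 40% with more than 50 cells counted in the well; inconclusive = wells holding fewer than 50 cells, flagged as toxic or sparse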;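 note: U2OS osteosarcoma cells stably expressing GPR55 and beta-arrestin-GFP; plate controls were DMSO negative control for no effect and LPI positive control for full effect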
NOD2 inhibition: inhibition of NOD2-driven NF-kB reporter – cell-based, luminescence, uHTS, HEK293 (AID 1566) | HEK293 NOD2/NF-kB luciferase reporter, luminescence; higher % means a stronger effect | inhibition, % at 4 µM; hits with a dose series show EC50 in µM | 0.63% of 290,000 active; note: many of its hits are not listed in these tables
GPR55 antagonists: GPR55 antagonists blocking LPI-driven arrestin recruitment, primary screen, imaging, U2OS, beta-arrestin-GFP, LPI agonist (AID 2013); inhibition, % at 10 µM; hits with a dose series show IC50 in µM; U2OS GPR55 beta-arrestin-GFP translocation imaging, LPI antagonism; higher % means a stronger effect; 0.13% of 290,000 active;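 active = spots per cell inhibited over 60%, with over 100 cells counted and total cytoplasm intensity under 500,000; inconclusive = wells with under 100 cells, flagged as likely toxic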;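 note: U2OS cells stably carrying GPR55 and arrestin-GFP stimulated by 5 µM LPI near EC80; imaged beta-arrestin-GFP aggregate spots per cell after agonist stimulation; plate controls were LPI-stimulated DMSO wells for no effect and DMSO wells without LPI for full effect; some results filed as inactive read as strong as hits; confirmed hits need IC50 under 10 µM and bright autofluorescent wells are also inconclusive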
KOR beta-arrestin-1: kappa opioid receptor blockers – cell-based, luminescence, uHTS (AID 1778). KOR beta-arrestin recruitment, luminescence, antagonist mode; higher % means a stronger effect. 0.091% of 290,000 active. inhibition, % at 10 µM; hits with a dose series show IC50 in µM; note: strong numbers were not always called active
Myeloid diff MLP: myeloid differentiation induction. calls only at 10 µM. ER-HoxA9 myeloid progenitors, lysozyme-GFP differentiation, flow cytometry. 1% of 360,000 active;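 active = normalized GFP-positive differentiation at or above the plate's own cutoff, the solvent-only control mean plus 3 SD; inconclusive = no clear call, values can overlap the other calls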;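 note: cells exposed to compound for four days before flow analysis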
T cell HTS: T cell immune modulation candidate | 0.068% of 330,000 active | 2C CD8+ T cell-vesicle binding, flow cytometry; active compounds read low | AID 2052 | calls only at 7 µM;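 active = response, share of CD8 T cells binding vesicles, and their 90th percentile fluorescence all below set limits, cut at about 80% in these data, passing the limit was not always enough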
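Test system: purified 2C TCR transgenic mouse naive CD8+ T cells. Probe or stimulus: QL9-peptide-loaded Drosophila micro-vesicles bearing Ld, ICAM-1 and B7-1. Incubation: binding step 1.5 h, 37 °C, antibody labelling 20 min, ice. Measured by: flow cytometry of vesicle-bound cells.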
NOD1 NF-kB reporter: inhibition of NOD1-driven NF-kB reporter – cell-based, luminescence, uHTS, primary screen (AID 1578). one-dose inhibition, % at 4 µM; EC50 in µM for titrated hits. 1% of 290,000 active. NOD1-driven NF-kB luciferase reporter cells, luminescence; higher % means a stronger effect; in the data active = inhibition mostly above about 36%, no sharp cut-off; inactive = mostly below about 34%;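 note: HEK-293T reporter cells stimulated with the NOD1 agonist gamma-tri-DAP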
KOR beta-arrestin-2: KOR agonists, beta-arrestin recruitment, primary screen, cell-based, luminescence, uHTS (AID 1777); KOR beta-arrestin recruitment, luminescence; higher % means a stronger effect; 0.02% of 280,000 active; one-dose activation, % at 10 µM; EC50 in µM for titrated hits; in the data active = activation above about 50%, passing the limit was not always enough; note: a part of the inactive calls stands beside numbers as strong as those of hits
T cell HTS vesicle-bound %: further read-out of T cell HTS, marked with its call; double positive events, %; measured here: CD8+ vesicle-bound cell fraction;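 binding gate set so that unloaded-vesicle control wells show 10% double positive cells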
NTR1 ag cell count 20 µM: recorded beside NTR1 ag, whose call it bears; cell count; measured here: cell count, cytotoxicity flag
Myeloid diff MLP GFP+ MAC1+ %: also measured in Myeloid diff MLP; calls as there; GFP+ MAC1+ double positive, %; measured here: differentiation confirmed by MAC1 staining
An asterisk follows results filed as active; i = inactive; ? = inconclusive; . = no result given; [ ] = remark or other dose. Cut-off read from the data, not from the text of the source, unless noted: active = inhibition above about 50%; inactive = the rest. Only part of the results is shown; the hit share may differ from the screen's.

Each structure is followed by: KOR beta-arrestin-1	Myeloid diff MLP GFP+ MAC1+ %	Myeloid diff MLP	T cell HTS vesicle-bound %	KOR beta-arrestin-2	NTR1 ag cell count 20 µM	T cell HTS	NOD2 inhibition	NOD1 NF-kB reporter	GPR55 antagonists	NTR1 ag	GPR55 beta-arrestin
- O=C(Nc1c(-c2cccs2)nc2ccccn12)c1ccccc1F
  12%	0.8	i	69	-5.8%	69	i	-5%	-19%	10%	0.8	0.5%
- COc1cc(C(=O)N/N=C/c2ccc(OC(=O)c3ccccc3)c(OC)c2)ccc1O
  -3%	.	?	71	2.7%	58	i	7%	-26%	8%	5.4	-0.1%
- CCOc1ccccc1NC(=O)C(NCC1(N2CCCCC2)CCCCC1)c1ccccc1 (configuration not stated)
  -30%	0.2	i	12	11%	42	i	-16%	0%	-5%	-0.3	0.7%
- COCCNC(=O)[C@H](CSCc1ccccc1)N1Cc2ccccc2C1=O
  10%	0.5	i	55	2.8%	52	i	16%	-2%	-11%	0.0	-0.3%
- CCN(CC)S(=O)(=O)c1ccc(S(=O)(=O)N(CC(=O)Nc2ccccc2)Cc2ccco2)cc1
  -18%	1.5	i	.	-6.7%	52	.	-12%	-11%	9%	2.5	-0.2%
- CCOC(=O)CNc1c(-c2ccc(OC)cc2)nc2ccc(Cl)cn12
  -17%	5.0	i	8	-1.3%	53	i	-17%	-38%	16%	1.6	1.1%
- CC(C)(C)C1CCc2c(sc3nc(SCC(N)=O)nc(N)c23)C1 (configuration not stated)
  28%	0.1	i	42	-2.5%	24	i	15%	-27%	2%	8.4	0.0%
- COc1ccc(CCN2C(=O)CC(Cc3ccccc3)C2=O)cc1OC (configuration not stated)
  28%	0.5	i	23	-3.0%	82	i	8%	-5%	7%	-0.4	0.6%
- O=C(Nc1ccccc1)c1ccc(S(=O)(=O)NCc2ccco2)cc1
  -12%	0.6	i	22	1.0%	43	i	-17%	.	14%	0.4	-0.2%
- O=C(CSc1nnc(CNC(=O)c2ccco2)o1)Nc1ccccc1
  0%	0.3	i	57	-8.0%	100	i	19%	-26%	-7%	-2.0	0.5%
- CCn1c(NCCCO)nc2c(c1=O)C(C)(CC)Cc1ccccc1-2 (configuration not stated)
  -22%	0.3	i	50	2.5%	53	i	2%	-10%	-8%	14	-0.2%
- NCCCC[C@@H]1NC(=O)c2cc([N+](=O)[O-])cc(I)c2SC[C@@H](C(N)=O)NC(=O)[C@H](Cc2ccc(O)cc2)NC1=O
  7%	2.2	i	51	0.4%	59	i	12%	-13%	15%	-5.3	0.5%
- CCOc1ccccc1NC(=O)N1CCCC1C(=O)Nc1nnc(CC)s1 (configuration not stated)
  8%	1.4	i	42	-2.7%	58	i	20%	-16%	0%	0.6	-0.1%
- COc1c(S(=O)(=O)N2CCCC2)ccc(Cl)c1Cl
  17%	0.9	i	22	5.0%	67	i	7%	-19%	-10%	0.5	-0.1%
- CC(=O)/C(=N/Nc1cccc(Cl)c1)Sc1nnc(C(O)c2ccccc2)n1-c1ccccc1 (configuration not stated)
  32%	0.8	i	57	-1.8%	83	i	14%	-13%	5%	11	-0.5%
- CC1CCC(NC(=O)c2nn(C)c3c2CS(=O)(=O)c2ccccc2-3)CC1 (configuration not stated)
  -4%	4.3	i	27	-0.5%	68	i	14%	-16%	-4%	0.6	-0.4%
- CCCCNC(=S)N(Cc1c(C)noc1C)c1ccccc1
  -46%	0.9	i	43	0.4%	42	i	8%	-4%	-6%	1.0	-0.3%
- COc1cccc(-c2nnc(NC(=O)C3CCCCC3)o2)c1
  20%	1.6	i	29	-3.6%	89	i	-29%	-8%	-6%	-1.4	-0.1%
- CN1C(=O)C2(C(C#N)=C(N)N(c3cc(Cl)cc(Cl)c3)C3=C2C(=O)CC(C)(C)C3)c2ccccc21 (configuration not stated)
  15%	0.8	i	34	9.3%	34	i	48%	-1%	2%	0.3	0.1%
- CS(=O)(=O)Oc1ccc(Br)cc1/C=C1/N=C(c2ccco2)OC1=O
  -38%	0.5	i	26	0.6%	73	i	3%	-5%	6%	-0.3	0.2%
- Cc1ccc(NC(=O)c2ccc3c(c2)C(=O)N(CC2CCCO2)C3=O)cc1C (configuration not stated)
  -12%	0.2	i	50	-2.0%	75	i	14%	-4%	-3%	1.2	-0.2%
- O=S(=O)(c1ccc(Br)cc1)N1CCC2(CC1)OCCO2
  -1%	1.8	i	25	5.0%	60	i	6%	-35%	7%	1.0	0.3%
- CC(=C\C(=O)O)/C(=C\c1cccc2ccccc12)C(=O)O
  17%	0.4	i	25	-1.3%	49	i	-25%	-3%	-4%	-0.6	0.2%
- CCn1c(=O)c(C(=O)Nc2ccccc2F)c(O)c2ccccc21
  6%	0.6	i	67	1.4%	60	i	10%	-33%	3%	3.4	0.2%
- Nc1n[nH]c(N)c1N=Nc1ccccc1F
  -8%	0.7	i	12	0.3%	62	i	-8%	2%	-1%	0.1	-0.2%
- O=C(N/C(=C\c1ccc(Br)cc1)C(=O)N1CCOCC1)c1ccco1
  2%	0.7	i	56	-1.4%	42	i	2%	-26%	-1%	0.5	.
- Cc1c(Br)c([N+](=O)[O-])nn1CC(=O)Nc1ccc(CC#N)cc1
  -20%	.	.	22	-3.6%	56	i	31%	-17%	4%	1.3	0.4%
- CCOc1ccc(-c2nc(-c3cccnc3)no2)cc1OCC
  -40%	1.3	i	21	-2.6%	72	i	10%	-30%	-1%	6.7	0.1%
- NS(=O)(=O)c1cccc(NC(=O)COc2ncnc3c2cnn3-c2ccccc2)c1
  -13%	.	.	42	-1.8%	52	i	-1%	-19%	10%	-0.9	0.3%
- CCOC(=O)N1CCN(c2c(N3CCN(c4cc(C)ccc4C)CC3)c(=O)c2=O)CC1
  1%	5.4	i	34	4.0%	103	i	13%	-7%	8%	-2.8	-0.2%

The final 3 compounds of the part before open the next one.
Each structure is followed by: KOR beta-arrestin-1	Myeloid diff MLP GFP+ MAC1+ %	Myeloid diff MLP	T cell HTS vesicle-bound %	KOR beta-arrestin-2	NTR1 ag cell count 20 µM	T cell HTS	NOD2 inhibition	NOD1 NF-kB reporter	GPR55 antagonists	NTR1 ag	GPR55 beta-arrestin
- CCOc1ccc(-c2nc(-c3cccnc3)no2)cc1OCC
  -40%	1.3	i	21	-2.6%	72	i	10%	-30%	-1%	6.7	0.1%
- NS(=O)(=O)c1cccc(NC(=O)COc2ncnc3c2cnn3-c2ccccc2)c1
  -13%	.	.	42	-1.8%	52	i	-1%	-19%	10%	-0.9	0.3%
- CCOC(=O)N1CCN(c2c(N3CCN(c4cc(C)ccc4C)CC3)c(=O)c2=O)CC1
  1%	5.4	i	34	4.0%	103	i	13%	-7%	8%	-2.8	-0.2%
- COc1ccccc1CC(=O)NCCc1ccccc1
  6%	0.3	i	63	-3.5%	64	i	12%	11%	6%	-0.1	0.4%
- Cc1ccccc1N(C(=O)CCC(=O)Nc1ccccn1)C(C(=O)NC(C)C)c1ccc(O)cc1 (configuration not stated)
  -12%	0.8	i	.	-6.4%	.	.	7%	-20%	-35%	.	0.2%
- CC1(C)CC(NS(=O)(=O)c2ccc(S(N)(=O)=O)cc2)CC(C)(C)N1
  -30%	0.1	i	9	-0.3%	107	i	-2%	2%	1%	-0.4	0.3%
- CCCNC(=O)COC(=O)/C=C/c1ccc2c(c1)OCO2
  -45%	0.2	i	44	3.7%	80	i	-6%	-15%	-14%	1.1	0.2%
- COc1ccc(N(CC(=O)NCc2ccc(F)cc2)C(=O)CCC(=O)Nc2nccs2)cc1
  -27%	0.1	i	61	2.2%	65	i	-11%	-25%	2%	0.5	-0.1%
- CN(C)c1ccc(NC(=O)CCCCCn2nnc3ccccc3c2=O)cc1
  22%	0.5	i	29	0.4%	90	i	8%	0%	3%	-0.2	-0.3%
- CCSc1ncnc2sc(C)c(C)c12
  12%	0.3	i	2	-1.4%	57	i	4%	-19%	-13%	-1.4	0.6%
- Cc1nn(C)cc1C1C2=C(CC(C)(C)CC2=O)OC2=C1C(=O)CC(C)(C)C2
  -17%	4.0	i	43	1.0%	62	i	18%	-40%	13%	-0.9	-0.3%
- O=C1NN(c2ccc(Cl)cc2)C(=O)/C1=C\c1ccc(-c2cccc(C(=O)O)c2)o1
  -6%	0.0	i	.	-6.8%	.	.	-26%	-46%	-9%	.	-0.2%
- CCOc1ccc(CCNC(=O)CCCn2nc(C)c3c(C)n(-c4ccccc4)nc3c2=O)cc1
  -24%	0.6	i	23	1.8%	62	i	15%	-10%	12%	2.4	-0.1%
- COc1ccc(Cn2nnnc2CN2CCCCCC2)cc1
  -49%[20 µM]	0.2	i	47	-5.1%	80	i	1%	-28%	6%	1.1	0.2%
- Cc1ccc(S(=O)(=O)c2c(COC(=O)c3cccc(Cl)c3)c(-c3ccccc3)nn2C)cc1
  4%	0.5	i	36	-2.8%	32	i	7%	10%	-5%	0.2	0.0%
- O=C(COC(=O)C12CC3CC(CC(C3)C1)C2)NCCc1ccccc1
  -26%	2.1	i	24	3.6%	41	i	-2%	-14%	34%	0.4	0.0%
- Cc1ccc(N2N=C(C(=O)O)CCC2=O)cc1Cl
  -1%	1.2	i	60	-3.2%	72	i	8%	-9%	-9%	0.0	0.0%
